Bioassay records (PubChem)
HT1080 IDH1KD tx: toxicity to HT-1080 IDH1 knockdown cells (counter line); hit rate 2% among 360,000; HT-1080 IDH1 knockdown viability, ATP luminescence, 48 h; AID 686971; Potency, µM (highest dose often 46.1 µM), for inactives: at the top dose activity, negative = toxicity, actives largely listed as cytotoxic;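 also: potency is read from the fitted curve at half-maximal effect; 0% = DMSO wells and -100% = cell-free medium wells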
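IDH1KD HT-1080 cells, 750/well, RPMI + 5% FBS; compound pinned after 2 h settling; 48 h, 37 °C; CellTiter-Glo luminescence; % activity normalised to DMSO and no-cell wells; curves fitted, classed by r2 and efficacy.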
ATXN viability: viability counter-screen for ATXN expression inhibitors; S2 cells (HEK-293 line with an ATXN2-luciferase reporter) viability, CellTiter-Fluor protease fluorescence, 24 h; Potency, µM (highest dose often 56.7 µM), most hits filed as cytotoxic; AID 651635; hit rate 0.49% among 400,000; also: potency is read from the fitted curve at half-maximal effect; nearly all actives have a fitted effect of over 40% in size
SW480 rereplic: induces DNA re-replication in SW480 colon adenocarcinoma cells | SW480 DNA re-replication, Hoechst DNA content imaging, 48 h | Potency, µM (doses to about 46.1 µM), for the others: top-dose re-replication activation, most hits filed as activators | hit rate 1.8% among 340,000 | AID 624297; also: potency is read from the fitted curve at half-maximal effect; % of control where 0% means no effect; nearly all actives have a fitted effect of over 55% in size
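Per well, 250 cells were exposed to pinned compound for 48 hr. Nuclear DNA was visualised with Hoechst (40 min, 37 C) and total object intensity recorded by fluorescence scanning.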
KB-3-1 tox: kills parental KB-3-1 adenocarcinoma cells; KB-3-1 viability, CellTiter-Glo ATP luminescence, 72 h; Potency, µM (doses to about 46.1 µM), without a hit: at the top dose activity change, negative = cytotoxic, actives largely listed as cytotoxic; hit rate 1.4% among 400,000; AID 1347075; also: potency is read from the fitted curve at half-maximal effect; % is scaled to controls: 0 for no effect and ±100 for the full control effect; nearly all actives have a fitted effect of over 60% in size
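72 h, 37 °C compound treatment of KB-3-1 parental cells; CellTiter-Glo added, 10 min, luminescence read. Data corrected against DMSO-only plates and normalized before curve fitting.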
IL1B secr inh: inhibitors of inflammasome signaling (IL-1 beta secretion). activity change, % at 57.5 µM. hit rate 4.7% among 360,000. THP-1 LPS/ATP IL-1B secretion, AlphaLISA, 16 h; hits give low values; in the data active = activity change below about -50%; inconclusive = mostly about -30% to -49%; also: % is scaled to controls: 0 for no effect and ±100 for the full control effect
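THP-1 cells pretreated 1 hr with compounds (up to 57.5 uM final), then stimulated with LPS (250 ng/mL final) plus ATP (1.25 mM final); secreted IL-1B measured by AlphaLISA after 16 hr, decreased signal indicating inhibition.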
MCF10A rerep: DNA re-replication induction in MCF 10a cells | MCF 10A DNA re-replication, Hoechst nuclear intensity, 48 h | Potency, µM (series often up to 46.1 µM), for inactives: at the top dose activity, positive = re-replication, most hits filed as activators | hit rate 2.9% among 350,000 | AID 624296; also: potency is read from the fitted curve at half-maximal effect; % of control where 0% means no effect; nearly all actives have a fitted effect of over 50% in size
ATXN2 expr inh: inhibitors of ATXN2 expression. HEK-293 ATXN2-luciferase reporter, luminescence, 24 h. Potency, µM (titrated, usually from 57 µM), for the others: at the highest dose activity change, negative = inhibition, most hits filed as inhibitors. hit rate 0.72% among 360,000. AID 1745845; also: potency is read from the fitted curve at half-maximal effect; % is scaled to controls: 0 for no effect and ±100 for the full control effect; nearly all actives have a fitted effect of over 55% in size
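ATXN2-luciferase reporter cells (luciferase flanked by upstream and downstream ATXN2 gene portions) were treated 24 h at 37 °C with compounds at up to 57 uM. SteadyGlo luminescence gave expression; GF-AFC fluorescence gave viability.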
HepG2 tox: HepG2 cytotoxicity, counter-screen for TGF-b inhibitors. HepG2 CAGA-GFP viability, ATP luminescence, 18 h. Potency, µM (top dose mostly 46.1 µM), for inactives: at the highest dose activity change, negative = cytotoxicity, hits mostly cytotoxic. hit rate 0.76% among 410,000; also: potency is read from the fitted curve at half-maximal effect; some results filed as inactive show a strong effect at the top dose
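CellTiter-Glo luminescence gave cytotoxicity after 18 hours at 37 degrees C. The cells were HepG2 CAGA-GFP in 1% FBS DMEM, stimulated with 500 pg/mL TGF-beta after compound addition. %Activity was normalised to no-cell wells (complete cell-killing) and DMSO (no toxicity), and curves were fitted and classified.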
HT1080NT lethal: kills 2HG-producing HT-1080-NT fibrosarcoma cells; HT-1080-NT fibrosarcoma viability, CellTiter-Glo ATP luminescence, 48 h; Potency, µM (titrated, usually from 46.1 µM), for the others: top-dose activity, negative = less viability, most hits filed as cytotoxic; hit rate 1.6% among 360,000;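 also: NT is the 2HG producing partner of a matched IDH1 knockdown line; potency is read from the fitted curve at half-maximal effect; 0% = DMSO-treated cells and -100% = media-only wells without cells; nearly all actives have a fitted effect of over 55% in size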
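A 48-hour cytotoxicity screen used HT-1080-NT cells plated 2 hours before compound delivery. ATP-based CellTiter-Glo luminescence measured viability, normalized to DMSO and no-cell controls.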
* marks the source's active call; other numbers are inactive results; i = inactive; ? = inconclusive; . = no result given; & = joins results of further samples; [ ] = remark or other dose. Unless noted, calls follow the shape of the dose curve; as a rule, active = well fitted curve in the direction sought with a large enough effect; inconclusive = small, poorly fitted or top-dose-only effect, or another doubt; inactive = no such curve, though single readings can be large; an effect the other way counts as inactive or inconclusive.

1: O=C(Nc1cccc2ccccc12)OCc1ccccc1
2: CCn1cc(CN2CCN(Cc3cccc(OC)c3)C(CCO)C2)c(C)n1 (stereo unspecified)
3: Oc1nc(Nc2ccc(Cl)cc2Cl)sc1/C=C1\C=Nc2ccccc21
4: O=Cc1ccc(Oc2ncccn2)cc1
5: CCCCn1nnnc1SCC(=O)Nc1cccc(C)c1
6: CCOC(=O)C1=C(C)NC(C)=C(C(=O)OCC)C1C
7: CCC(C)NC(=O)C1CCN(S(=O)(=O)N2CCCC2)CC1 (stereo unspecified)
8: O=C1CC(SCc2nc3ccccc3[nH]2)C(=O)N1c1cccc(Cl)c1 (stereo unspecified)
Assay by compound,1,2,3,4,5,6,7,8
HT1080 IDH1KD tx,-1%,8%,1%,4%,22%,-28%,5%,19%
ATXN viability,i,i,?,i,i,i,i,i
SW480 rereplic,?,-23%,.,?,9%,-3%&2%,-4%,-3%
KB-3-1 tox,-7%,-2%,0%,22%,1%,-5%,1%,10%
IL1B secr inh,-23,15,0,0,-16,-3,0,11
MCF10A rerep,1%,-9%,?,-2%,13%,?,-7%,0%
ATXN2 expr inh,35%[activator],.,23%,.,-5%,-9%,-1%,1%
HepG2 tox,-7%,16%,-1%,12%,1%,-3%,1%,4%
HT1080NT lethal,-1%,1%,1%,9%,17%,-8%,1%,13%

9: CCOC(=O)Cc1cc(=O)[nH]c(/N=C(\N)Nc2ccc(OC)cc2)n1
10: O=C(CCN1CCN(c2ccccc2F)CC1)Nc1ccc2c(c1)OCO2
11: O=C(O)c1ccc(N/N=C/c2cn(Cc3ccc(F)cc3)c3ccccc23)cc1
12: COc1ccc(-c2csc(NC(=O)c3ccoc3C)n2)cc1
13: CCCCCCCC(=O)NNC(=O)c1ccc([N+](=O)[O-])cc1
14: COc1ccc(NC(=O)CN(C)C(=O)c2cc(-c3ccccc3)nc3ccccc23)cc1
15: CCCCOCCCNS(=O)(=O)Cc1ccccc1
16: c1ccc(Cc2noc(CN3CCN(C4CCc5ccccc5C4)CC3)n2)cc1 (stereo unspecified)
Assay by compound,9,10,11,12,13,14,15,16
HT1080 IDH1KD tx,-4%,-23%,-12%,-29%,11%,-1%,4%,-13%
ATXN viability,i,i,i,i,i,i,i,i
SW480 rereplic,-103%[inhibitor],-1%,-2%,-1%,-1%,-1%,7%,-2%
KB-3-1 tox,0%,0%,-18%,0%,9%,-3%,7%,-13%
IL1B secr inh,16,0,29,-23,10,?,2,-16
MCF10A rerep,0%,-6%,?,3%,-16%,?,-1%,-2%
ATXN2 expr inh,7%,-3%,66%[activator],16%,14%,0%,-5%,-19%
HepG2 tox,1%,-10%,-74%,0%,7%,21%,-11%,-45%
HT1080NT lethal,-3%,-7%,-16%,20%,2%,-8%,-4%,-6%

17: CC(C)(Oc1ccc(Br)cc1Cl)C(=O)Nc1ccon1
18: CC(NCc1ccc(-c2ccccc2)cc1)C(O)c1ccccc1 (stereo unspecified)
19: Cc1ccc(Cn2c(C(CO)Nc3nc(-c4ccc(F)cc4)cs3)nc3ccccc32)cc1 (stereo unspecified)
20: O=C(/C=C/c1cccc([N+](=O)[O-])c1)NCCSCc1ccc(Cl)cc1Cl
21: CC/C(=N\NC(=O)COc1ccc(Br)cc1)c1ccc(OC)c(OC)c1
22: Cc1cccc(C(=O)n2cnnc2N)c1
23: O=C(OCc1cccc([N+](=O)[O-])c1)c1ccncc1
24: Cc1ccc(-c2noc(CSc3nnnn3-c3ccccc3)n2)cc1
Assay by compound,17,18,19,20,21,22,23,24
HT1080 IDH1KD tx,-15%,15µM*,?,?,-3%,8%,6%,0%
ATXN viability,i,?,.,i,i,i,i,i
SW480 rereplic,2%,4.1µM*,18%,1%,-1%,-2%,-14%,7%
KB-3-1 tox,.,-2%,16µM*,0%,0%,0%,19%,?
IL1B secr inh,15,-96*,-69*,-75*,-6,-2,9,-65*
MCF10A rerep,9%,26µM*,?,3%,?,-3%,1%,?
ATXN2 expr inh,-5%,?,?,?,-34%,-5%,-14%,2%
HepG2 tox,-9%,-65%,16%,-26%,-23%,-5%,-8%,-37%
HT1080NT lethal,1%,?,?,-52%,-8%,11%,-1%,?

25: CC1=C(C(=O)OCc2ccccc2)C(c2cccc(F)c2)NC(=O)N1 (stereo unspecified)
26: CCC(=O)NC1(C(F)(F)F)C(=O)Nc2c1c(=O)n(C)c(=O)n2C (stereo unspecified)
27: CN(C)c1ccc(/C=N/NC(=O)CCc2c[nH]c3ccccc23)cc1
28: Cc1c(S(=O)(=O)N2CCCC(C)C2)c(=O)n(C)c(=O)n1C (stereo unspecified)
29: COc1ccc(C2CC(=O)Nc3c2c(C)nn3-c2nc(C)cc(C)n2)c(OC)c1OC (stereo unspecified)
30: CCN1C(=NCCCCO)N[C@@H](c2cccc(F)c2)C(C(=O)OC)=C1C
31: COC(=O)C1C2CCC(C2)C1C(=O)OCC(=O)c1ccccc1 (stereo unspecified)
32: COc1ccccc1C(=O)NC(=O)COC(=O)c1ccc(Br)o1
Assay by compound,25,26,27,28,29,30,31,32
HT1080 IDH1KD tx,-7%,0%,?,15%,.,3%,-2%,5%
ATXN viability,i,i,i,i,i,i,i,i
SW480 rereplic,-3%,2%,6%,-373%[inhibitor],.,1%,1%,0%
KB-3-1 tox,-13%,4%,13%,-3%,0%,-26%,1%,19%
IL1B secr inh,-4,1,2,28,.,-14,26,10
MCF10A rerep,1%,1%,17%,6%,.,-7%,0%,1%
ATXN2 expr inh,-8%,-1%,-9%[11.3 µM],13%,1%,-10%,1%,3%
HepG2 tox,-23%,-4%,-3%,-12%,-6%,-19%,-13%,2%
HT1080NT lethal,-16%,4%,-29%,13%,.,-6%,1%,13%

Four records picked at random from the list so far, as already listed:
28: Cc1c(S(=O)(=O)N2CCCC(C)C2)c(=O)n(C)c(=O)n1C (stereo unspecified)
27: CN(C)c1ccc(/C=N/NC(=O)CCc2c[nH]c3ccccc23)cc1
25: CC1=C(C(=O)OCc2ccccc2)C(c2cccc(F)c2)NC(=O)N1 (stereo unspecified)
30: CCN1C(=NCCCCO)N[C@@H](c2cccc(F)c2)C(C(=O)OC)=C1C
Assay by compound,28,27,25,30
HT1080 IDH1KD tx,15%,?,-7%,3%
ATXN viability,i,i,i,i
SW480 rereplic,-373%[inhibitor],6%,-3%,1%
KB-3-1 tox,-3%,13%,-13%,-26%
IL1B secr inh,28,2,-4,-14
MCF10A rerep,6%,17%,1%,-7%
ATXN2 expr inh,13%,-9%[11.3 µM],-8%,-10%
HepG2 tox,-12%,-3%,-23%,-19%
HT1080NT lethal,13%,-29%,-16%,-6%

Other compounds follow.
33: COc1ccc(Cl)cc1NS(=O)(=O)c1ccc2[nH]c3c(c2c1)CCCC3
34: CC(Oc1ccc(Br)cc1)C(=O)N(Cc1ccccc1)c1c(N)n(Cc2ccccc2)c(=O)[nH]c1=O (stereo unspecified)
35: OC(CN1CCCCC1)c1ccc2c3c(cccc13)CC2 (stereo unspecified)
36: CCc1nc2ccc(C(=O)N3CCN(C)CC3)cn2c1N(C)CCCc1ccccc1
37: CC(C)N(Cc1ccccc1)C(=O)C1CCCN(c2ncnc3onc(-c4ccc(F)cc4)c23)C1 (stereo unspecified)
38: Cc1cc(NC(=O)Cn2nc(-c3cccs3)ccc2=O)cc(C)c1Br
39: COCCN1Cc2cccc(C(=O)Nc3ccc(S(=O)(=O)N4CCCCC4)cc3)c2C1=O
40: CC(C)(C)OC(=O)C[C@H]1C/C=C\C[C@H](CC(=O)N[C@H](CO)Cc2ccccc2)C(=O)N2CCC[C@@H]2COC1=O
Assay by compound,33,34,35,36,37,38,39,40
HT1080 IDH1KD tx,.,-5%,-12%,-11%,.,1%,13%,7%
ATXN viability,?,i,?,i,?,i,i,i
SW480 rereplic,.,.,?,.,.,-56%[inhibitor],-5%,-4%
KB-3-1 tox,7%,-13%,19%,0%,0%,-5%,15%,8%
IL1B secr inh,.,?,-1,2,.,?,-6,-4
MCF10A rerep,.,.,26%,.,.,-2%,-11%,0%
ATXN2 expr inh,?,.,-31%,1%,?,-18%,-2%,10%
HepG2 tox,-74%,-25%,-3%,-11%,2%,-18%,-7%,1%
HT1080NT lethal,.,-1%,-14%,-22%,.,26%,10%,13%

41: Cc1cccc(C)c1NC(=O)CSc1nnc(NC(=O)C2CC2)s1
42: Cc1cc(=O)[nH]c(N/N=C/c2ccc(-c3ccc([N+](=O)[O-])cc3)o2)n1
43: CC(C)(C)c1ccc(OCC(=O)NNC(=O)Cc2cccs2)cc1
44: COC(=O)c1cc(S(=O)(=O)Nc2cccc(OC)c2)cn1C
45: Nc1nonc1-n1nnc(C(=O)N/N=C/c2ccoc2)c1-c1ccccc1
46: COc1ccc(-c2nnc(SCC(=O)O)n2Cc2ccccc2)cc1
47: Cc1ccc2c(c1C)OC(=O)CC2c1ccccc1 (stereo unspecified)
48: CN(CC(=O)Nc1cccc(C(F)(F)F)c1)Cc1ccccc1
49: CCCCN(CCCC)CCNC(=O)c1cn(CC)c2ccc(S(=O)(=O)N(C)C3CCCCC3)cc2c1=O
Assay by compound,41,42,43,44,45,46,47,48,49
HT1080 IDH1KD tx,2%,-20%,-3%,-6%,2%,11%,12%,5%,0%
ATXN viability,i,i,i,i,i,i,i,i,i
SW480 rereplic,-1%,2%,-6%,-13%,-1%,1%,2%,-1%,?
KB-3-1 tox,-14%,-9%,-2%,-21%,17%,-3%,-3%,0%,3%&-11%
IL1B secr inh,28,-5,2,1,25,11,17,?,-17
MCF10A rerep,20%,3%,-3%,0%,0%,3%,-2%,14%,15%
ATXN2 expr inh,6%,13%,3%,-8%,7%,7%,6%,-21%,1%
HepG2 tox,4%,2%,-19%,-24%,3%,6%,11%,-11%,-4%&-31%
HT1080NT lethal,0%,-16%,4%,17%,8%,8%,11%,1%,2%
